Screening results deposited in PubChem BioAssay by several laboratories.
Rac1 mut GTP: modulators of GTP binding to human Rac1 activated mutant; P63000; GST-Rac1 activated beads, fluorescent GTP binding, flow cytometry; actives lie on both sides; 100% means binding = to untreated wells; percent activity (GTP binding), % at 10 µM; 0.11% of 190,000 active;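 active = GTP binding at least 20 percentage points away from the 100% baseline, in either direction, so actives lie on both sides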
ABCG2 inh: inhibitors of human ABCG2 transporter, ABCB1 counter-screen; Q9UNQ0; IgMXP3 cells, JC-1 efflux, flow cytometry; inhibition, % at 6.6 µM; 0.1% of 190,000 active; AID 1325;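 active = inhibition above 80%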;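 note: 0% = DMSO and 100% = nicardipine control wells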
Target sequence (Q9UNQ0 whole entry, looked up): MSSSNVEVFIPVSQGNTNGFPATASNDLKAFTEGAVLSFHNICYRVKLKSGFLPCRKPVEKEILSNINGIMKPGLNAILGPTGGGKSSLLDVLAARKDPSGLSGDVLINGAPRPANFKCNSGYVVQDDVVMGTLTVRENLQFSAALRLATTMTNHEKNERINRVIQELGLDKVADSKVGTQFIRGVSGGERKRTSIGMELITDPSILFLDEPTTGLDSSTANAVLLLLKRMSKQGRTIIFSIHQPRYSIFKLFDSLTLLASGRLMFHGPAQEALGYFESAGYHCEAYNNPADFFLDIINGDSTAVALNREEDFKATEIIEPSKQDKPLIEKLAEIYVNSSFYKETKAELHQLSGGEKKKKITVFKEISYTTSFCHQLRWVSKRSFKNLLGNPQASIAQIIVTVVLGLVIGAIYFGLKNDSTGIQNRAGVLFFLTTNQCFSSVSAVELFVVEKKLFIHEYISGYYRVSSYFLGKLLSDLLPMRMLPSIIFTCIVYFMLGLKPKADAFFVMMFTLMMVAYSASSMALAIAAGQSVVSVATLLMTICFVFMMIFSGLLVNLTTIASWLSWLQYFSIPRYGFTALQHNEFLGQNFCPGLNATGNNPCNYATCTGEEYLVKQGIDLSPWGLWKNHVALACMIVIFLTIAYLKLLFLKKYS
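Assay system – ABCG2 IgMXP3 and barcoded ABCB1 CCRF-Adr cell mix · Input – 3 million cells/mL in well · Reagent – JC-1 fluorescent substrate · Compound – single test compound dose, 6.6 µM final · Timing – 10 min exposure at 25 °C with rotation, no wash · Detection – flow cytometry of retained JC-1 fluorescence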
ABCB1 block: human ABCB1 inhibition, ABCG2 as counter-screen. P08183. CCRF-Adr cells, JC-1 efflux, flow cytometry. inhibition, % at 6.6 µM. 0.067% of 190,000 active. AID 1326; in the data active = inhibition above about 40%;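 note: 0% = vehicle and 100% = reference inhibitor; higher value means more JC-1 retained so stronger ABCB1 efflux block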
Rac1 wt modul: human Rac1 wildtype GTP binding, inhibitors and activators. P63000. GST-Rac1 beads, fluorescent GTP binding, flow cytometry; actives lie on both sides; 0 = cold GTP competed, 100 = untreated. GTP binding activity (% of control), % at 10 µM. 0.27% of 190,000 active. AID 757;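 active = GTP binding activity at least 20 points away from the 100% control level, either lower or higher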
Avidin bead fluor: compound fluoresces at 488/530 nm on avidin beads; AID 1775; compound fluorescence 488/530 nm, flow cytometry; hits give high values; 0.38% of 220,000 active; fluorescence (KMESF) at 10 µM; in the data active = fluorescence above about 47; note: inactives centre near 10
Rab7 wt modul: modulators of GTP binding to dog Rab7 wildtype GTPase. GST-Rab7 beads, fluorescent GTP binding, flow cytometry; actives lie on both sides; untreated = 100%, excess cold GTP = 0%. GTP binding activity (percent of control), % at 10 µM. 0.055% of 190,000 active;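 active = fluorescent GTP binding to Rab7 beads changed by at least 20 points from the 100% baseline, either direction, mostly lower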;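 note: median green fluorescence of bound Bodipy-FL-GTP per Rab7 bead population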
Pf gametocyte: P. falciparum stage V gametocyte viability inhibition; 0.065% of 150,000 active; P. falciparum stage V gametocytes, ATP luminescence, 24 h; AID 743093; inhibition, % at 10.9 µM;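 active = inhibition above the mean plus 3 SD of compounds within the control limits, set per campaign, cut at about 38% in these data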;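 note: 0% = DMSO wells and 100% = medium only without gametocytes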
Cdc42 wt: modulators (inhibitors or activators) of GTP binding to human Cdc42 wildtype. 0.2% of 190,000 active. percent activity (GTP binding), % at 10 µM. GST-Cdc42 beads, Bodipy-GTP binding, flow cytometry; actives lie on both sides;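 active = percent activity GTP binding at least 20 points away from the 100% baseline, either down as inhibitor or up as activator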;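 note: median bead fluorescence of bound Bodipy-FL-GTP at 100 nM; 0% = excess unlabeled GTP control and 100% = no compound control; below 100% means less GTP binding so inhibitor and above means activator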
Rab2 wt GTP: changes GTP binding to wildtype dog Rab2A, up or down; P61105; GST-Rab2 wt beads, Bodipy-GTP binding, flow cytometry; GTP binding activity, % at 10 µM; 0.19% of 190,000 active; AID 760;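 active = GTP binding activity at least 20 points away from 100%, either lowered or raised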;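 note: 0% = beads with excess unlabeled GTP and 100% = no-compound control corrected for plate trend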
HRas wt GTP: changes GTP binding to wildtype human HRas; P01112; GST-Ras wt beads, Bodipy-FL-GTP binding, flow cytometry; actives lie on both sides; GTP binding activity, % at 10 µM; 0.14% of 190,000 active; AID 759;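 active = GTP binding activity at least 20% away from the 100% baseline, either lowered as inhibitor or raised as activator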;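 note: 0% = unlabeled GTP competition control and 100% = no-compound control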
Target sequence (P01112 whole entry, looked up): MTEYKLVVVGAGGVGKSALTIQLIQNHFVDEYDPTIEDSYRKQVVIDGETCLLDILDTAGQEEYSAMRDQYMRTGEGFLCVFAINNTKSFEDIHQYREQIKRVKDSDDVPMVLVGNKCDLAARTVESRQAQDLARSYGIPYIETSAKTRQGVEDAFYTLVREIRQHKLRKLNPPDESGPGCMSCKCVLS
Mcl1-Noxa inh: disrupts binding of human Mcl-1 to Noxa peptide; TR-FRET Mcl-1/Noxa peptide binding, 2 h; 1.5% of 220,000 active; inhibition, % at 21.7 µM; AID 1022; Q07820;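 active = compounds that cut the protein-peptide binding signal by more than 50% relative to plate controls in a single-dose test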;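 note: His-tagged Mcl-1 with rhodamine Noxa BH3 peptide and terbium anti-His antibody; 0% = Mcl-1 plus Noxa peptide wells and 100% = peptide-only wells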
The depositor's hits bear a star; x = not tested or not shown. The order is random; 2.3% or so of the library scored in one or more.

Structure	Rac1 mut GTP	ABCG2 inh	ABCB1 block	Rac1 wt modul	Avidin bead fluor	Rab7 wt modul	Pf gametocyte	Cdc42 wt	Rab2 wt GTP	HRas wt GTP	Mcl1-Noxa inh
CC1=C(OC(=O)c2ccc(Br)cc2)C(C)(C)C(c2ccccc2)OC1=O (stereo not given)	101	2	0.4	103	9	100	-20	106	105	105	17
COCCn1c(-c2ccc(Br)cc2)csc1=Nc1cccnc1	94	0	0.4	94	11	92	6	94	98	95	10
O=C(NNc1cccc(Cl)n1)c1cccnc1Cl	102	-3	-0.4	107	4	103	9	104	102	103	6
O=C(NCc1ccc(F)cc1)C(C(=O)NCc1ccc(F)cc1)c1ncc(C(F)(F)F)cc1Cl	96	0	2.3	105	6	94	3	99	99	100	-4
COC(=O)Cc1c(C)c2ccc(OCC(=O)NCc3ccc4c(c3)OCO4)cc2oc1=O	96	3	0.3	97	23	95	0	97	97	96	15
O=C(Cn1c(=O)oc2ccccc21)Nc1nc(-c2ccccc2)cs1	96	0	0.0	97	35	99	8	99	97	99	5
COc1cccc(CNC(=O)C2CCN(S(=O)(=O)c3ccccc3)CC2)c1	98	2	0.8	107	24	102	-18	107	101	103	6
CCN(CC(=O)Nc1ccccc1OC)CC(=O)Nc1c(Cl)ccc(C)c1Cl	97	13	0.3	104	11	94	23	97	98	96	-5
Cc1[nH]c2ccccc2c1/C=N/NC(=O)c1cccc(S(=O)(=O)Nc2cccc(C(F)(F)F)c2)c1	88	-2	-0.9	90	28	100	-3	87	93	93	9
C=CCC(C)(NCc1ccccc1)c1ccc(C)cc1 (stereo not given)	102	9	1.0	106	14	98	24	106	101	102	16
CC(NC(=O)Cc1ccccc1)C(c1ccccc1)N1CCOCC1 (stereo not given)	97	0	0.4	93	17	96	-10	95	95	94	11
CCc1ccccc1NC(=O)c1cccs1	101	13	1.0	103	13	100	-15	99	101	102	-9
Cc1cc(C)n(-c2ccc(C(=O)OCC(=O)c3c(N)n(C)c(=O)n(C)c3=O)cc2)n1	95	2	-0.1	96	12	94	x	95	96	96	5
CC(C)(C)NS(=O)(=O)c1ccc(N2C(=O)c3ccccc3C2=O)cc1	99	4	0.7	103	8	103	x	102	100	99	8
COc1ccc2nc(SCC(=O)O)nc(C)c2c1	97	-1	-0.4	101	8	98	x	99	101	100	x
Fc1ccccc1/C=N/n1cnnc1	102	2	0.4	109	8	103	x	105	102	103	-2
CC(Cc1ccsc1)NC(=O)CCc1nnc(CCc2ccccc2)o1 (stereo not given)	93	2	0.8	99	8	105	x	99	99	99	4
Cc1ccc(NC(=O)COC(=O)CN2C(=O)COc3ccccc32)cc1	100	8	1.9	102	23	98	x	102	99	99	6
Cc1ccc(Nc2nnc(SCC(=O)Nc3cccc(S(=O)(=O)NC4=NCCCCC4)c3)s2)c(C)c1	95	-3	-0.2	101	3	99	10	96	98	99	12
CCN(CC)c1ccc(C2CC(=O)Nc3cc(OC)c(OC)cc32)cc1 (stereo not given)	96	1	0.2	96	36	99	8	98	98	99	28
Cc1csc(SCC(=O)Nc2ccc(S(=O)(=O)N3CCCC3)cc2)n1	103	1	0.2	106	35	104	x	106	106	105	17
COc1ccc2nc(N3CCCCC3)c(C#N)cc2c1	99	-1	-0.1	99	28	97	x	100	97	99	-7
CCOC(=O)c1ccc(Oc2nc(N(C)C)nc(N(C)C)n2)cc1	96	0	0.2	99	9	99	x	98	100	99	-3
O=C(CN1C(=O)C2CC=CCC2C1=O)Nc1nnc(SCc2ccc(Cl)cc2)s1 (stereo not given)	97	12	0.8	108	19	101	x	97	98	99	5

(next part)
Value order – Rac1 mut GTP	ABCG2 inh	ABCB1 block	Rac1 wt modul	Avidin bead fluor	Rab7 wt modul	Pf gametocyte	Cdc42 wt	Rab2 wt GTP	HRas wt GTP	Mcl1-Noxa inh
COc1cccc(N2C(=O)/C(=C\c3cccs3)NC2=S)c1
  94	-3	-1.0	100	10	95	22	100	101	96	21
CC(C)(C)C1=Nn2c(nnc2-c2ccccc2F)SC1
  98	2	0.5	101	7	100	x	98	100	99	-3
Nc1ccc(C(=O)N/N=C2\CCCc3c2[nH]c2ccccc32)cc1
  99	0	0.0	101	8	96	-18	100	98	100	8
CCC(c1nnc(SCC(=O)Nc2ccc(Cl)cc2C(F)(F)F)n1C1CCCCC1)N(C)C (stereo not given)
  100	4	2.8	106	14	100	x	104	100	100	2
C=CCn1sc(N)c(C(=O)OCC)c1=S
  97	2	0.1	97	4	99	x	98	98	98	13
COCC(=O)Nc1ccc(Br)cc1C
  97	6	0.5	97	8	96	39*	99	98	97	7
O=C(CN1C(=O)NC2(CCCC2)C1=O)NCC1CCCO1 (stereo not given)
  98	2	0.5	98	14	102	-15	95	98	99	-3
O=C(Nc1nccs1)c1ccc(Br)c(S(=O)(=O)N2CCOCC2)c1
  100	19	1.7	107	7	102	3	102	100	104	4
CCOC(=O)Cc1csc(NC(=O)c2ccc(NC(C)=O)cc2)n1
  99	20	-0.2	105	4	101	x	97	102	99	19
COc1cc(C2N(c3ccc(F)cc3)C(=O)C3CCCN32)cc(OC)c1OC (stereo not given)
  102	0	0.0	104	7	107	x	101	103	103	-7

Of the compounds above, 3 have a thiophene ring, fused or not.
Value order – Rac1 mut GTP	ABCG2 inh	ABCB1 block	Rac1 wt modul	Avidin bead fluor	Rab7 wt modul	Pf gametocyte	Cdc42 wt	Rab2 wt GTP	HRas wt GTP	Mcl1-Noxa inh
CCc1ccccc1NC(=O)c1cccs1
  101	13	1.0	103	13	100	-15	99	101	102	-9
CC(Cc1ccsc1)NC(=O)CCc1nnc(CCc2ccccc2)o1 (stereo not given)
  93	2	0.8	99	8	105	x	99	99	99	4
COc1cccc(N2C(=O)/C(=C\c3cccs3)NC2=S)c1
  94	-3	-1.0	100	10	95	22	100	101	96	21

Carrying on:
Value order – Rac1 mut GTP	ABCG2 inh	ABCB1 block	Rac1 wt modul	Avidin bead fluor	Rab7 wt modul	Pf gametocyte	Cdc42 wt	Rab2 wt GTP	HRas wt GTP	Mcl1-Noxa inh
O=C1CS/C(=N/N=C/c2ccccc2OS(=O)(=O)c2ccccc2)N1
  95	0	0.0	103	3	102	-1	97	100	98	-1
CC(C)CC(=O)Nc1sc2c(c1C#N)CC(C)(C)NC2(C)C
  102	2	0.6	98	13	101	3	100	102	101	6
Cc1ccc(-c2nc(-c3cccnc3)sc2CC(=O)Nc2ccc3nc(C)sc3c2)cc1
  101	-4	0.1	99	5	103	-4	100	96	100	6
C=CCOC(=O)C1=C[C@@H](c2ccc(C(F)(F)F)cc2)[C@H](CCCO)[C@@H](OCC)O1
  96	4	1.1	98	5	104	-13	97	96	97	-17
CCN1CCCC1CNC(=O)COc1cc(=O)n(C)c2ccccc12 (stereo not given)
  102	2	0.2	108	14	95	x	110	109	106	-18
N=c1scc(-c2ccccc2)n1/N=C/c1ccco1
  99	2	0.3	104	20	97	-30	97	96	97	11
C/C=C(\C)CN1CCN(c2ccccc2)CC1
  102	1	0.1	107	7	105	x	105	103	104	45
CCOC(=O)c1sc(NC(=O)C(CC)OC(=O)C(CC(C)C)NC(=O)c2ccccc2)nc1C (stereo not given)
  97	5	1.0	102	36	98	x	103	99	100	-10
CCc1c(C)nc2ncnn2c1NCCc1ccc(OC)c(OC)c1
  102	6	0.0	107	37	100	x	108	103	103	2
CCOC(=O)N1CCC(NC(=O)C(NC(=O)C2CCC(C)CC2)C(C)CC)CC1 (stereo not given)
  97	2	0.5	100	9	98	x	101	99	97	1
O=C1OCC2=C1C(c1ccc(F)cc1)CC(=O)N2c1ccccc1 (stereo not given)
  98	3	0.2	98	5	98	x	97	97	98	-1
O=C(COC(=O)CCC1CCCC1)Nc1ccc(Cl)cn1
  102	0	0.1	105	5	100	13	103	101	100	-18
Oc1[nH]c2ccc(Br)cc2c1N=Nc1ccc(C(F)(F)F)cn1
  98	-6	-0.9	97	1	100	x	98	96	98	13
O=C(Nc1nccs1)C1C2CC3OC(=O)C1C3C2 (stereo not given)
  95	1	0.2	95	9	98	13	97	95	96	-23
O=C(C(=O)N1CCOCC1)c1cn(CC(=O)N2CCc3ccccc3C2)c2ccccc12
  93	3	1.1	99	9	101	12	96	98	98	6
COc1ccc(CCN(Cc2nc3ccccc3c(=O)[nH]2)C(=O)C2CC2)cc1
  97	1	0.4	102	13	96	x	97	96	99	1
O=C(NC1CC1)c1cc2c(s1)-c1ccccc1OC2
  96	4	0.2	101	6	101	x	98	99	98	13
O=C(NCc1ccc2c(c1)OCO2)c1cc2ccccc2o1
  96	0	-0.1	99	8	99	x	95	98	98	2
C#CCOCCOCCOCCNc1nc(N2CCN(C(=O)Cn3cc(CCCN=C(N)N)nn3)CC2)nc(N2CCN(C(=O)[C@H]([C@@H](C)CC)n3cc(CCCN=C(N)N)nn3)CC2)n1
  102	-5	0.7	108	11	102	x	105	104	102	37
Cc1c(NC(=O)Cn2nc(C(F)(F)F)c3c2CCCC3)c(=O)n(-c2ccccc2)n1C
  101	0	-0.7	108	9	101	1	102	98	103	0

Arranged by value in HRas wt GTP (largest number first): three from the list above.
SMILES | Rac1 mut GTP | Rac1 wt modul | Avidin bead fluor | Rab7 wt modul | Cdc42 wt | Rab2 wt GTP | HRas wt GTP | Mcl1-Noxa inh
Cc1c(NC(=O)Cn2nc(C(F)(F)F)c3c2CCCC3)c(=O)n(-c2ccccc2)n1C | 101 | 108 | 9 | 101 | 102 | 98 | 103 | 0
COc1ccc(CCN(Cc2nc3ccccc3c(=O)[nH]2)C(=O)C2CC2)cc1 | 97 | 102 | 13 | 96 | 97 | 96 | 99 | 1
O=C(NC1CC1)c1cc2c(s1)-c1ccccc1OC2 | 96 | 101 | 6 | 101 | 98 | 99 | 98 | 13
